# Compound activity from PubChem BioAssay.
# CAL-PDZ inh HTS – untagged CAL PDZ binding inhibitors, primary screen, biochemical, fluorescence polarization, HTS; purified CAL PDZ, TMR-peptide fluorescence polarization, 1 h; inhibition, % at 24.9 µM; 0.92% of 300,000 active; Golgi-associated PDZ and coiled-coil motif-containing protein (Homo sapiens), Q9HD26;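 active = mean inhibition of at least 30% with at least half of replicates also reaching 30%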;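 also: 0% = DMSO neutral control and 100% = excess unlabeled competitor peptide PRC23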
# Keap1 Nrf2 FP – Keap1-Nrf2 protein-protein interaction inhibitors, primary screen, biochemical, fluorescence polarization, single point | Keap1 Kelch-Nrf2 peptide fluorescence polarization, 1536-well | inhibition, % at 9.4 µM | 0.15% of 340,000 active | AID 504523, 2011; in the data active = inhibition above about 12%;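 also: human Keap1 Kelch domain with fluorescein labeled Nrf2 9mer peptide probe; 0% = neutral control wells and 100% = peptide positive control; higher means more block of Keap1 binding to Nrf2 peptide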
# Target sequence (Q14145 whole entry, looked up, the tested form may be a part): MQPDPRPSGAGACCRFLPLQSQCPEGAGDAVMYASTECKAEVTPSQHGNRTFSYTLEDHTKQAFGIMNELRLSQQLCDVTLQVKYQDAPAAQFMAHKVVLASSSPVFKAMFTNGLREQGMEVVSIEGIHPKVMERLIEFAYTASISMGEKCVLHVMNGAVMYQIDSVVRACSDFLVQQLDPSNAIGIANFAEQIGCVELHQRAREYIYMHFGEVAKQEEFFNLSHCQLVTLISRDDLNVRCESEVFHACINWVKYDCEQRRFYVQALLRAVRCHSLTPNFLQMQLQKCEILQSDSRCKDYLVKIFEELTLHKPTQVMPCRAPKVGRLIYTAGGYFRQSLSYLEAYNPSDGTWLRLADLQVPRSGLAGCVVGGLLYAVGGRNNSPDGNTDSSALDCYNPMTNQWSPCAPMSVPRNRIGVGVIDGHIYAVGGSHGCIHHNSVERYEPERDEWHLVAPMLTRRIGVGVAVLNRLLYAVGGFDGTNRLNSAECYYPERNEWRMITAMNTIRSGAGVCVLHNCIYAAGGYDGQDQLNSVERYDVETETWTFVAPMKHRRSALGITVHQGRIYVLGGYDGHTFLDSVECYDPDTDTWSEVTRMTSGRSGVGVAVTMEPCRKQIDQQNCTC
# HTR5A inv ctr – HTR5A inverse agonists in luminescence cell assay, primary screen, counter-screen for OPRM1-OPRD1 heterodimer inverse agonist project, full-deck HTS. HTR5A cell line, inverse agonism. AID 504634, 2011. inhibition, % at 9.3 µM. 5-hydroxytryptamine receptor 5A (Homo sapiens), P47898. 0.083% of 340,000 active; in the data active = inhibition mostly above about 23%, no sharp cut-off; inactive = mostly below about 18%;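 also: 0% = cells with DMSO and 100% = no-cell wells with DMSO; some compounds called inactive have numbers as strong as hits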
# Target sequence (P47898 whole entry, looked up): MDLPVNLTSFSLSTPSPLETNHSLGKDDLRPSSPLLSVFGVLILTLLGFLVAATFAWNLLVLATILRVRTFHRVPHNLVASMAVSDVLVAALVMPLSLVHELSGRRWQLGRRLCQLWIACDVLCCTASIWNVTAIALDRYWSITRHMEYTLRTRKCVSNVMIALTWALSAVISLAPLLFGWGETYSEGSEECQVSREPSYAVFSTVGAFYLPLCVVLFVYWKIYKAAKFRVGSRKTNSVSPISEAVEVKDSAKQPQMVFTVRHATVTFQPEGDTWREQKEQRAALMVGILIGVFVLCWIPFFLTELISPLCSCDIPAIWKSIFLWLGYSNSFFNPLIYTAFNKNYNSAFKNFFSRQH
# HTR5A ag ctr – HTR5A agonists in luminescence cell assay, primary screen, counter-screen for OPRM1-OPRD1 heterodimer agonist project, full-deck HTS. 5-hydroxytryptamine receptor 5A (Homo sapiens), P47898. cell-based. activation, % at 9.3 µM. 0.61% of 340,000 active. AID 504692, 2011; in the data active = activation mostly above about 9.5%, no sharp cut-off; inactive = mostly below about 7.6%;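 also: 0% = cells with vehicle only and 100% = reference agonist; strong numbers were not always called active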
# MOR-DOR ag – agonists of OPRM1-OPRD1 heterodimerization, primary screen, cell-based, luminescence; cells; activation, % at 9.3 µM; 0.3% of 340,000 active; in the data active = activation above about 18%;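 also: 0% = vehicle-treated cells and 100% = reference agonist; values of inactives mirror those of a sister screen read the other way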
# Cardiac RTF inh – cardiac RTF calcium sensitivity inhibitors, primary screen, biochemical, IANBD-TnC fluorescence, EC70 calcium. Troponin I, cardiac muscle (Homo sapiens) + Troponin T, cardiac muscle (Homo sapiens) + …. IANBD-labeled cardiac RTF, Ca2+ fluorescence. inhibition, % at 7.15 µM. 0.12% of 340,000 active. AID 493244, 2011;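 active = inhibition above the mean inhibition of all tested compounds plus 3 SD, cut at about 17% in these data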;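 also: assay run at fixed EC70 calcium of 1.6 mM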
# MOR-DOR inv ag – inverse agonists of MOR-DOR heterodimerization, primary screen, cell-based, luminescence; Mu-type opioid receptor (Homo sapiens) + Delta-type opioid receptor (Homo sapiens), …; cell-based MOR-DOR heterodimer luminescence, inverse agonism; inhibition, % at 9.3 µM; 0.21% of 340,000 active; in the data active = inhibition above about 22%, passing the limit was not always enough;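 also: 0% = cells with DMSO and 100% = wells without cells with DMSO; values of inactives mirror those of a sister screen read the other way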
# cardiac RTF act – cardiac RTF calcium sensitivity activators, primary screen, biochemical, IANBD-TnC fluorescence, EC20 calcium; activation, % at 7.2 µM; IANBD-labeled TnC RTF fluorescence at EC20 calcium; 0% EC20 calcium, 100% full calcium; 0.24% of 340,000 active; AID 493008, 2010; Troponin I, cardiac muscle (Homo sapiens) + Troponin T, cardiac muscle (Homo sapiens) + …;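 active = activation above the mean over all tested compounds plus 3 SD, cut at about 30% in these data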;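 also: rise in fluorescence read as greater calcium sensitivity of cardiac thin filaments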
# V-ATPase pH – regulators of yeast V-ATPase proton pumping, primary screen, pHLuorin cytosolic pH fluorescence. S. cerevisiae. response, % at 10 µM. 0.37% of 350,000 active; in the data active = response mostly above about 7.3%, no sharp cut-off; inactive = mostly below about 5.4%; also: actives read high; inactives centre near 0; some compounds called inactive have numbers as strong as hits; reference of the scale not given here
# C-LANA FP – inhibitors of KSHV C-LANA binding to DNA, primary screen, biochemical, fluorescence polarization, FAM-LBS DNA, MBP-C-LANA, single point; Kaposi's sarcoma herpesvirus LANA C-terminal domain (residues 932-1162) DNA binding; inhibition, % at 9 µM; 0.078% of 340,000 active; AID 504423, 2011;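 active = highest replicate inhibition at or above 60% at 9 µM, even if other replicates fall short; inactive = all replicates below 60% inhibition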;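 also: 0% = neutral control wells and 100% = 4 µM acridine orange control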
# * hit, by the source's call; · = not tested or not shown.
SMILES,CAL-PDZ inh HTS,Keap1 Nrf2 FP,HTR5A inv ctr,HTR5A ag ctr,MOR-DOR ag,Cardiac RTF inh,MOR-DOR inv ag,cardiac RTF act,V-ATPase pH,C-LANA FP
Cc1ccc(C(=O)O/N=C2\CCS(=O)(=O)c3sccc32)cc1,-2,1,10,-4,-2.6,6,13,-2,0,1.2
O=C(O)C(c1ccccc1)N1C(=O)/C(=C\c2ccc(-c3ccccc3Cl)o2)SC1=S (stereo not drawn),3,1,13,-4,-4.0,-2,18,2,2,0.2
Oc1cccc(/C=N/N=C/c2cccc(O)c2O)c1O,-3,-5,-7,2,3.5,-9,-17,-4,-2,-1.7
COc1ccc(C(=O)Nc2ccccc2N2CCCCC2)cc1[N+](=O)[O-],-3,6,1,-1,0.8,2,-4,-2,17,-0.5
COc1cc(COCC(O)CN2CCN(CCN3C(=O)c4cccc5cccc(c45)C3=O)CC2)cc(OC)c1OC (stereo not drawn),-5,-5,-3,-4,-2.6,1,12,13,·,-0.1
CCN(CC)S(=O)(=O)c1cc(C(=O)OCC(=O)Nc2c(F)cccc2F)ccc1F,0,-6,-6,2,-0.3,-8,2,-3,0,0.9
CNC(=S)N(C)[C@H]1c2c(ccc3ccccc23)OC[C@H]1CO,-1,1,11,-4,-1.4,5,8,-4,1,-0.6
C=CCNC(=O)c1ccc(NC(=O)C2=CSCCO2)cc1,·,1,-12,3,-0.7,-3,4,3,-3,0.4
Cc1cc(/C=N/n2cnnc2)c(O)c([N+](=O)[O-])c1,-3,-6,-7,0,-4.5,9,20,-2,-1,1.8
COc1ccc(S(=O)(=O)NC2CCCC2)cc1C(N)=O,5,2,-16,-4,0.2,-9,-1,-5,4,-1.2
CCOC(=O)Nc1nnc(-c2cccc(OC)c2)s1,-1,-2,-22,-2,-1.4,-5,8,4,-1,2.1
CCCN1CCN(C(=O)c2c(Cl)cnn2C)CC1,-9,-6,4,4,-2.8,-5,15,-4,-4,0.5
Cc1ccc(-n2nnnc2SCC(=O)Nc2cccc(NC(=O)c3ccco3)c2)cc1C,-2,-5,5,4,-0.7,-5,4,5,0,0.5
COc1ccc(OC)c(-n2cnnn2)c1,2,1,-2,-2,-1.3,6,6,2,-5,0.5
COc1cccc(/C=N/NC(=O)NC2CCCCC2)c1O,3,-2,1,1,-3.4,-1,17,0,-3,-2.2
CC1CCN(c2ccc3c(c2)S(=O)(=O)c2ccccc2C3=O)CC1,2,21*,-2,1,-2.4,-30,14,21,-4,24
Cc1cc(C)c(NC(=O)CSc2nnc(CNC(=O)c3c(F)cccc3Cl)o2)c(C)c1,-12,4,-8,0,-2.8,-3,14,-6,2,1.2
COc1cccc(CNC(=O)C2CCN(S(=O)(=O)c3ccc4c(c3)CC(C)N4C(C)=O)CC2)c1 (stereo not drawn),-4,-5,0,-1,-1.3,-11,7,2,-2,-0.6
Nc1ccc(C(=O)OCc2nc3c(ccc4ccccc43)[nH]2)cc1,1,2,11,6,1.6,-6,-9,-7,5,-4.1
Cc1ccc2oc(/N=C(\N)NC(=O)C3CC3)nc2c1,-1,4,-15,6,1.6,3,-8,-2,2,0.2
CSc1nc2ccccc2c(=O)n1C1CCOC(C)(C)C1 (stereo not drawn),-2,1,-35,1,1.5,2,-8,-3,1,1.0
Cc1ccc(S(=O)(=O)N2CCN(C(=O)CCC(=O)NCCc3ccc(F)cc3)CC2)cc1,-1,0,0,0,-2.6,-2,13,-1,-3,0.9
Cc1ccc2c(=O)oc(N(C)C)nc2c1,-3,-6,11,-4,-1.1,6,8,-2,2,0.5
Oc1ccc(C=Nc2cccc3ncccc23)c(O)c1,-6,3,-11,-2,4.0,1,-25,4,-2,0.7
COc1ccccc1CNC(=O)CNC(=O)Cn1cnc2ccccc2c1=O,·,0,-8,-2,-3.4,-4,14,-1,-2,1.5

# Additional records follow:
SMILES,CAL-PDZ inh HTS,Keap1 Nrf2 FP,HTR5A inv ctr,HTR5A ag ctr,MOR-DOR ag,Cardiac RTF inh,MOR-DOR inv ag,cardiac RTF act,V-ATPase pH,C-LANA FP
Cc1ccc(S(=O)(=O)NCCC(=O)N2CCC(C)CC2)cc1,3,4,9,-3,0.0,4,0,0,3,0.5
CCCn1cnnc1CNC(=O)C1CCC(=O)N(CCCc2ccccc2)C1 (stereo not drawn),-4,5,6,3,-0.9,-9,5,2,-1,0.2
O=C(Nc1ccc(NC(=O)c2ccc(Cl)cc2Cl)cc1)c1ccc2c(c1)OCO2,-4,-3,-28,-5,-1.3,-11,7,1,7,0.3
CCN(CC)S(=O)(=O)c1cc(C(=O)n2cccn2)c(Cl)cc1Cl,-2,-3,0,-5,-2.1,4,12,3,-2,-0.8
CC(C)CN(CCCNC(=O)CN1C(=O)COc2ccc(S(=O)(=O)N3CCCCCC3)cc21)CC(C)C,1,-5,7,-1,-1.6,0,9,-2,4,1.0
O=C(NCc1ccccc1Br)c1cccc2c1C(=O)c1ccc(-c3ccc(OC(F)(F)F)cc3)cc1S2(=O)=O,-2,2,24,-9,1.6,-3,-9,-3,2,2.2
Cc1ccc(COC(=O)CCN=C2NS(=O)(=O)c3ccccc32)cc1,-7,3,-10,1,-0.7,-13,4,-3,0,0.5
CN1OC[C@@H]2CN(Cc3ccccc3)[C@H](c3cccc(Oc4ccccc4)c3)C[C@@H]21,0,-4,-24,6,5.0,-6,-23,-4,0,-1.0
CCOC(=O)c1ccc(NC(=O)Cn2ncc(Cl)c(Cl)c2=O)cc1,-2,3,-23,-8,-6.2,-14,29,4,-4,-1.2
CN(Cc1ccccc1)C(=O)c1cccc(NC(=O)Cc2ccc([N+](=O)[O-])cc2)c1,-6,-5,15,-5,-0.2,1,1,2,-4,1.2
N/C(=N\OC(=O)COc1ccc(Cl)cc1)c1ccc(Cl)cc1,-1,4,4,-1,-0.8,-5,6,-5,1,-0.5
Cc1ccc2nc3c(cc2c1)c(C)nn3-c1ccccc1,2,-6,-19,5,4.6,-8,-22,-6,4,-1.4
Cc1cccc(-n2nc([N+](=O)[O-])c(=NC3CCN(Cc4ccccc4)CC3)n2O)c1,6,0,-6,6,11,-3,-58,2,13*,0.7
O=C(CCSc1ccccc1)NCc1cccnc1,-5,0,2,-1,-1.3,10,7,8,-1,1.9
COc1ccc(N2CCN(C(=O)CN(C)S(=O)(=O)c3cccs3)CC2)cc1,-1,0,-3,1,0.3,-5,-2,-6,3,-0.7
S=C1NCCNC(=S)NCCOCCOCCN1,15,-1,·,·,·,·,·,·,-1,-2.0
N#C[C@]1(S(=O)(=O)c2ccccc2)C[C@@H]2ON=C(c3cccc(Br)c3)[C@@H]2C1,-3,-4,-19,7,0.6,-9,-3,4,7,0.7
COc1ccc(-c2nnc(SCC(=O)NC(C)c3ccccc3)o2)cc1 (stereo not drawn),·,-2,9,-3,-2.8,-8,15,1,0,-1.1
COc1ccc(C(=O)/C=C/NCc2ccc(C)cc2)cc1,-4,2,-5,-1,-0.7,1,4,1,-5,-0.7
CCCOC(=O)C1C2C=C[C@]3(CN(CCc4ccccc4)C(=O)[C@H]13)O2 (stereo partly drawn),4,-3,-21,9,-4.0,-1,19,-1,1,-0.3
CSc1ccccc1NC(=O)CN(C)CC(=O)Nc1c(F)cccc1F,-7,-2,3,-1,-3.3,0,17,-1,4,0.8
CCn1c(=S)sc2c(=O)n(CC(=O)Nc3ccc(Cl)cc3)c(C)nc21,0,-3,-7,2,3.0,-2,-15,-9,7,0.3
Cn1c(=O)c2c(nc(N/N=C/c3ccc(OC(=O)c4ccco4)cc3)n2Cc2ccccc2Cl)n(C)c1=O,0,-3,-19,5,-2.7,7,14,6,-2,0.7
O=C(O)CCN1/C(=C/C=Nc2ccccc2)Oc2ccccc21,0,-4,-16,4,-0.7,-11,3,2,17,1.9
CCSc1nnc(NC(=O)C2CC=CCC2C(=O)O)s1 (stereo not drawn),4,-4,15,-2,-2.3,1,13,5,-2,1.8

# New compounds follow.
SMILES,CAL-PDZ inh HTS,Keap1 Nrf2 FP,HTR5A inv ctr,HTR5A ag ctr,MOR-DOR ag,Cardiac RTF inh,MOR-DOR inv ag,cardiac RTF act,V-ATPase pH,C-LANA FP
N/C(=N\OCc1ccc([N+](=O)[O-])cc1)c1ccncc1,-3,-2,4,-2,-2.0,8,12,0,-10,1.2
Cc1ccc(S(=O)(=O)Nc2ccc(NC(=O)c3c(F)c(F)c(F)c(F)c3F)cc2)cc1,-4,4,-15,6,10,-8,-56,0,-2,-1.1
Cc1ccc(OCC(=O)Nc2ccc3c(c2)nc2n3CCOC2)cc1,-3,3,4,-2,-0.9,-4,5,-3,-3,2.2
Cc1cc(=O)[nH]c(SCn2nnc3ccccc3c2=O)n1,·,0,-1,1,-0.8,-10,4,6,1,-0.6
O=C(Nc1ccccn1)C1CCN(S(=O)(=O)c2cccs2)CC1,-2,0,-3,-4,-1.6,-4,9,1,-2,0.3
NC(=O)CC(NC(=O)c1ccccc1)c1ccc(N2CCN(c3ccc(F)cc3)CC2)c([N+](=O)[O-])c1 (stereo not drawn),-4,0,-20,8,1.5,6,-9,-2,0,4.2
COC(=O)c1ccc2c(=O)n(CCN3CCOCC3)c(SCC(=O)c3ccccc3)nc2c1,8,-2,-7,6,-2.0,-2,11,-1,-2,-0.5
Cc1nn(C)c(C(=O)NNC(=S)NC2CCCCC2)c1Br,-3,2,24,-5,-2.1,5,11,-1,2,1.6
COc1cc(S(=O)(=O)N2CCOCC2)ccc1F,3,-1,24,0,-2.5,6,13,3,3,-0.7
CCC(C)(C)NC(=O)C(c1cccc(OC)c1OC)N(CC(C)C)C(=O)CCC(=O)Nc1cc(C)on1 (stereo not drawn),-2,-2,-6,2,-3.2,1,16,2,5,1.0
Cc1ccccc1C(=O)Nc1ccccc1C(=O)N1CCC(C)CC1,-5,1,-6,2,-0.2,0,2,-4,-5,0.0
O=C(NC1CC2CCCC(C1)N2C(=O)Nc1ccccc1)C1CC1 (stereo not drawn),2,-5,6,-2,0.6,9,-4,-6,-1,-1.3
Cc1cc(C)n(C(=O)c2ccccc2[N+](=O)[O-])n1,-5,-2,-16,3,-0.5,4,3,6,-3,0.5
COc1ccccc1NC(=O)Cn1c(=O)n(-c2ccccc2)c(=O)c2oc3ccccc3c21,1,-2,10,-4,-0.5,-4,3,-3,0,0.7
CCC(C)c1nc2c(c(N3CCC3=O)c1-c1ccccc1)CCCC2 (stereo not drawn),-5,-4,18,4,3.2,-13,-15,0,-4,1.1

# Results in CAL-PDZ inh HTS and V-ATPase pH (2 entries from above):
smiles | CAL-PDZ inh HTS | V-ATPase pH
Cc1ccc(S(=O)(=O)Nc2ccc(NC(=O)c3c(F)c(F)c(F)c(F)c3F)cc2)cc1 | -4 | -2
Cc1ccc(OCC(=O)Nc2ccc3c(c2)nc2n3CCOC2)cc1 | -3 | -3
